# Screening data deposited in PubChem by IUPUI and University of Michigan.
# ST2 inh: inhibitors of human ST2 (IL1RL1) binding to IL-33, primary screen, biochemical, AlphaLISA. Interleukin-1 receptor-like 1 (Homo sapiens), Q01638. AlphaLISA ST2-Fc/biotin-IL-33 interaction, 1 h. inhibition, % for hits at 17 µM. hit rate 2.3% among 78,000; in the data active = inhibition above about 30%; inconclusive = mostly about 10% to 28%
# Target sequence (Q01638 whole entry, looked up): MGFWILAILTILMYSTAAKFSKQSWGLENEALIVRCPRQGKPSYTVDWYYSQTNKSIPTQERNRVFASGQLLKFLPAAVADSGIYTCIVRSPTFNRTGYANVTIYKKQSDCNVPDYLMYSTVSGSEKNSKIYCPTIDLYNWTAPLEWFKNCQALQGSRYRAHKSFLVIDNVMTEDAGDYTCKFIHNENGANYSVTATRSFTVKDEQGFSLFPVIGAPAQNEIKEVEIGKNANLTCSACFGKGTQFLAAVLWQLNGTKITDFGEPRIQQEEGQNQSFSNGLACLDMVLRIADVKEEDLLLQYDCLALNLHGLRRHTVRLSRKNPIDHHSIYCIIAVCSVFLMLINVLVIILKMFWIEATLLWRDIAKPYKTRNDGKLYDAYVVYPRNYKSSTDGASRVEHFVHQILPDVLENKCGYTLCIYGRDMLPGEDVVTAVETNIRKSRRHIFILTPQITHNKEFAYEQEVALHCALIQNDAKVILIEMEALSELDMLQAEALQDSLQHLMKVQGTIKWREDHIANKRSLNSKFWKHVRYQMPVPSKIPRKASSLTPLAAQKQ
# The depositor's hits bear a star; i = inactive; ? = inconclusive. Some of the compounds tested; rates above refer to the full screens.
Molecule | ST2 inh
Cn1c(=O)c2c(nc(N3CCCC3)n2CCSc2ncccn2)n(C)c1=O | i
O=C(c1cc(-c2ccncc2)nc2ccccc12)N1CCCCC1 | i
CCN1CCN(C(=O)c2sc3ncnc(N4CCCCC4C)c3c2C)CC1 (stereo not given) | i
N/C(=N/OC(=O)c1ccco1)c1ccc(Cl)cc1 | i
O=C1CCc2cc(S(=O)(=O)N(CCc3ccccc3)Cc3ccccc3)ccc2N1 | i
C=CCN(CC=C)C(=O)Cc1cccs1 | i
O=C(O)Cn1c2ccccc2c2cc([N+](=O)[O-])ccc21 | ?
Cc1cccc(C2C3=C(CCCC3=O)NC3=C2C(=O)c2ccccc23)c1 (stereo not given) | i
Cc1ccc(C(NC(=O)C2(N)CC2)c2ccccc2)cc1 (stereo not given) | ?
CCc1c(C)sc(NC(=O)c2ccc(C(C)C)cc2)c1C(N)=O | ?
COc1ccc(C2C(C(=O)Nc3cccnc3)=C(C)Nc3ncnn32)cc1 (stereo not given) | ?
CC(NS(=O)(=O)c1ccc2c(c1)OCCO2)C(=O)O (stereo not given) | i

# The list continues:
Molecule | ST2 inh
CCC1CN(Cc2ccc3ccn(C)c3c2)CCN1C(C)C (stereo not given) | ?
COc1cccc2c1OCC(C(=O)N1CC(c3ccccn3)C1)C2 (stereo not given) | ?
O=C(c1cn2ccsc2n1)N1CCC(N2CCCC(C(=O)N3CCCC3)C2)CC1 (stereo not given) | i
CCOc1ccc(-n2c(SC)nc3c(c2=O)SCC3)cc1 | i
Cc1nc(SCC(=O)N2CCC(C)CC2)c2c(=O)n(C)c(=O)n(C)c2n1 | i
O=C(CCNc1ccc(-c2ccccc2)cc1)N1CCn2cncc2C1 | i
CC(C)Cc1ccc(S(=O)(=O)Nc2ccc(S(N)(=O)=O)cc2)cc1 | i
C=CCNC(=O)c1cc(-c2ccc(F)cc2)on1 | i
COc1cc2c(cc1OC)C(C(=O)Nc1ccc(C(C)C)cc1)C(c1ccccc1F)N(C)C2=O (stereo not given) | i
CC1CC(Nc2ncnc3nc[nH]c23)CC(C)(C)C1 (stereo not given) | i
Cc1nc(CCNC(=O)C2CCC(=O)N(Cc3ccccn3)C2)nc2c1CCCC2 (stereo not given) | i
Cc1ccc(C(C(=O)NCc2ccc(-c3noc(C)n3)cc2)N(C)C)cc1 (stereo not given) | i

# Other structures
Molecule | ST2 inh
NC(=O)c1c(NC(=O)c2cc(-c3ccco3)on2)sc2c1CCCC2 | i
COc1ccc(/C=C2/SC(N3CCC(C)CC3)=NC2=O)c(OC)c1 | ?
O=C(Nc1ccccc1F)c1cc(=O)c2ccccc2o1 | i
c1ccc2[nH]c(SCCCN3CCCCC3)nc2c1 | i
c1cncc(-c2nc(N3CCCCC3)c3ccccc3n2)c1 | i
CC(C)Sc1nc2ncnc(N)c2[nH]1 | i
O=C(NC1CCCC1)c1cc(C2CC2)on1 | i
COc1ccc(OC)c(C2SCCN2S(=O)(=O)c2cc([N+](=O)[O-])c(C)c([N+](=O)[O-])c2)c1 (stereo not given) | ?
COc1ccc(NC(=O)O[C@@H]2CO[C@H]3[C@@H]2OC[C@@H]3Nc2nccc(-c3cccc(C#N)c3)n2)cc1 | ?
Cc1nc2ccccc2c2c1C(=O)N(c1ccccc1)C2=O | i
CN1C[C@H](NC(=O)c2c[nH]n3ccnc23)C[C@H]1CO | i
c1ccc2c(N3CCN(Cc4cc5n(n4)CCNC5)CC3)nsc2c1 | i

# Retrieved by compound from the list above, three records:
Molecule | ST2 inh
Cc1nc2ccccc2c2c1C(=O)N(c1ccccc1)C2=O | i
COc1ccc(OC)c(C2SCCN2S(=O)(=O)c2cc([N+](=O)[O-])c(C)c([N+](=O)[O-])c2)c1 (stereo not given) | ?
c1cncc(-c2nc(N3CCCCC3)c3ccccc3n2)c1 | i

# Next section
Molecule | ST2 inh
COc1ccc(-c2nc(N)n(C(=O)c3ccc(Cl)cc3)n2)cc1 | i
CCOc1ccc(NC(=O)NCCc2nc3cccnc3n2-c2ccccc2)cc1 | ?
CCCn1ncc(CN2CCN(c3ccnc4ccccc34)CC2)c1C | ?
COc1cc(Cl)cc(/C=C2\C(=O)Nc3ccc(Br)cc32)c1OC | ?
COC(=O)c1ccc([C@@H]2C[C@H]3CN(CCc4ccccc4)C(=O)[C@]34CCCN24)cc1 | i
Cc1ccc(C(=O)C2=C(N)OC3=C(C(=O)CCC3)C2c2ccccc2Cl)cc1 (stereo not given) | ?
O=C(c1cccn2c(=O)c3sccc3nc12)N1CCN(c2ccc(F)cc2)CC1 | i
COc1cccc2cc(C(=O)NC(C)=O)c(=Nc3cccc(C(F)(F)F)c3)oc12 | i
CCc1nnc2c3c4c(sc3ncn12)CC(C)CC4 (stereo not given) | i
CCC1CCCCN1S(=O)(=O)c1ccc(C(=O)Nc2nnc(-c3ccc(F)cc3)o2)cc1 (stereo not given) | i
CS(=O)(=O)N(CC(=O)Nc1ccc(CSc2ccccc2)cc1)c1ccccc1F | i
CCC(=O)Oc1ccc2c3c(c(=O)oc2c1)CCC3 | i

# More compounds:
Molecule | ST2 inh
O=C1Nc2ccccc2C(O)(C(=O)NCc2ccco2)N1c1c(F)cccc1F (stereo not given) | i
O=C(O)C1(CCCc2ccccc2)CCCN(c2ncccn2)C1 (stereo not given) | i
O=C(O)CCN(CC(=O)O)C(=O)c1ccccc1 | i
COc1ccc(Br)cc1CN1C(=O)CCC1(C)C(=O)NC1CCCC(C)C1C (stereo not given) | i
COc1cccc2c1OC1(C)CC2NC(=O)N1c1cccc(SC)c1 (stereo not given) | i
CSc1nnc(-c2cc(Br)ccc2N)c(=O)[nH]1 | ?
Cn1ccnc1CN(C(=O)CC1C(=O)NCCN1CC(C)(C)C)C1CC1 (stereo not given) | i
CN1CCn2nc(C(=O)NCCSc3nccn3C)cc2C1 | ?
CC(C)Nc1ncc(C(=O)N2CCn3cncc3C2)cn1 | i
O=C(NCC1CCCO1)c1ccc(NC(=O)c2cccs2)cc1 (stereo not given) | i
COc1ccccc1C(=O)Nc1c2c(nn1-c1cccc(Cl)c1)CS(=O)C2 (stereo not given) | i
Cc1ccc(N2C(=O)CSC2c2ccccc2Cl)cc1 (stereo not given) | 32%*

# Further structures
Molecule | ST2 inh
CCCN(CCC)S(=O)(=O)c1ccc(C(=O)Nc2nnc(-c3ccc(F)cc3)o2)cc1 | i
Oc1oc(-c2ccccc2F)nc1C=Nc1ccc(Cl)cn1 | 32%*
O=C(CCCNS(=O)(=O)c1cccs1)N1CCC(Cc2ccccc2)CC1 | i
CCCC(=O)Nc1cc(C)c2c(=O)oc3ccccc3c2n1 | i
CC(C)Cc1cc(C(=O)NCc2cnn3ccccc23)n(C)n1 | i
CN1CCN(S(=O)(=O)c2cc(C(=O)Nc3ccccc3[N+](=O)[O-])ccc2Cl)CC1 | ?
Cc1[nH]nc(SCC(=O)Nc2ccc3c(c2)OCO3)c1[N+](=O)[O-] | i
Cn1ccnc1SCC(=O)Nc1ccccc1C(F)(F)F | i
O=C(CCC1CCN(Cc2cc(Cl)ccc2O)CC1)NCc1ccc(F)cc1 | i
O=C(O)C1C2CCC(C2)C1C(=O)Nc1ccc(Oc2ccc(Cl)cc2)cc1 (stereo not given) | i
Cc1c(Cc2ccccc2)[nH]c2ccccc12 | ?
FC(F)(F)c1ccnc(-c2cccc3cnccc23)n1 | ?

# Quoted from above for reference:
Molecule | ST2 inh
CCCN(CCC)S(=O)(=O)c1ccc(C(=O)Nc2nnc(-c3ccc(F)cc3)o2)cc1 | i
Oc1oc(-c2ccccc2F)nc1C=Nc1ccc(Cl)cn1 | 32%*

# Rewritten with each value named: part of the list above.
CCCN(CCC)S(=O)(=O)c1ccc(C(=O)Nc2nnc(-c3ccc(F)cc3)o2)cc1
- ST2 inh: i

Oc1oc(-c2ccccc2F)nc1C=Nc1ccc(Cl)cn1
- ST2 inh: 32%*

O=C(CCCNS(=O)(=O)c1cccs1)N1CCC(Cc2ccccc2)CC1
- ST2 inh: i

CCCC(=O)Nc1cc(C)c2c(=O)oc3ccccc3c2n1
- ST2 inh: i

# Continuation:
Molecule | ST2 inh
CCOc1ccc(NC(=O)c2oc3ccccc3c2NC(=O)COc2ccccc2)cc1 | i
O=C(NCCc1ccccc1)c1noc2c1CCc1ccccc1-2 | i
NNc1nc(-c2ccccc2)c2cc(Br)ccc2n1 | ?
Cc1ccc(-c2noc(CCC(=O)NC(C)C)n2)cc1 | ?
O=C(c1ccc(F)c(F)c1)N1CCN(c2cc(N3CCCC3)c(F)cc2[N+](=O)[O-])CC1 | ?
CCOC(=O)c1cn(C(C)c2cnn(C)c2)cc(Oc2ccccc2)c1=O (stereo not given) | i
COc1ccc2nc(N3CCOCC3)sc2c1 | i
O=C1NCCCc2nc(Oc3ccccc3)sc21 | i
Cc1cc(NC(=O)CSc2cn(Cc3ccccc3Cl)c3ccccc23)no1 | i
CCc1ccc(-c2nc(CSCC(=O)N3CCN(C)CC3)c(C)o2)cc1 | i
Cc1ccc(S(=O)(=O)NCCn2c(C)cc3ccccc32)cc1 | i
O=C1c2ccccc2C(Nc2ccc(F)c(Cl)c2)N1Cc1ccccc1 (stereo not given) | i

# Next entries:
Molecule | ST2 inh
O=C(Cc1ccc(F)cc1)NC1CCCCCC1 | i
Cc1onc(-c2ccccc2)c1C(=O)Nc1cc(Cl)c(Cl)cc1Cl | i
CN(C)c1ncccc1CNC(=O)Nc1cccc(F)c1 | ?
O=C(Nc1c(-c2cccs2)nc2ccccn12)c1ccc2c(c1)OCO2 | i
Cc1ccc(-c2nnc(-c3ccccc3)o2)cc1Br | i
COc1ccc(OC)c(NC(=O)c2cnc3ccccc3n2)c1 | ?
CCC(=O)N1CCc2cc(Br)cc(S(=O)(=O)CCC(=O)NCc3ccco3)c21 | i
COc1cc(C(=O)N2CCN(Cc3ccc(C)cc3)CC2)cc(OC)c1OC | ?
CC(C)(CO)NCC(O)COCc1ccc(Cl)cc1 (stereo not given) | i
COc1ccc(-c2nn(-c3ccccc3)cc2CN(C)CCc2c(C)n[nH]c2C)c(F)c1 | i
Cc1csc(NC(=O)CNS(=O)(=O)c2cccs2)n1 | i
Cc1ccc(-c2nc3cccc(C)n3c2Nc2ccccc2)o1 | i

# Continuation.
Molecule | ST2 inh
COCCCNC(=O)c1ccc(CS(=O)(=O)c2ccc(OC)cc2)o1 | ?
CC1CCN(C(=O)CSc2nc3c([nH]c4ccccc43)c(=O)n2C)CC1 | ?
Cn1c(C(=O)NCCc2ccccc2)cc2c(=O)n3ccccc3nc21 | ?
CCOc1ccc(/C=C2\N=C(c3cccc([N+](=O)[O-])c3)OC2=O)cc1 | i
O=C(NCc1cccnc1)c1cc(-c2ccco2)on1 | i
CCCCOC(=O)Nc1ccc(N(C)C)cc1 | 42%*
Cc1ccc(S(=O)(=O)N2CCN(c3nc(-c4cccs4)cs3)CC2)cc1 | 32%*
CC(C)(C)NC(=O)c1ccc(C(=O)NC(C)(C)C)cc1 | i
O=C(CSc1nc2ccccc2o1)Nc1ccc(Br)cc1 | i
O=c1[nH]c2ccc(S(=O)(=O)Nc3ccc(Br)cc3F)cc2[nH]c1=O | ?
COc1ccc(Br)cc1CNC(=O)c1cn(C)c(=O)c2c1c1ccccc1n2C | i
Cc1cc(C)nc(N=C(N)N2CCc3ccccc3C2)n1 | i

# The listing continues.
Molecule | ST2 inh
COCc1cc(C)nc(SCC(=O)c2ccc(C)cc2C)c1C#N | i
Cn1cnc2c(cnn2-c2ccc(F)cc2)c1=O | i
CC1CCCC(NC(=O)c2ccc(Cn3c(=O)[nH]c4ccsc4c3=O)cc2)C1C (stereo not given) | i
Cc1ccc(NC(=O)c2ccccc2[N+](=O)[O-])cc1 | i
COc1cc(Cl)cc2cc(C(=O)N3CCCC4(CNC(=O)O4)C3)oc12 (stereo not given) | i
CCOC(=O)CSc1nc2c(c(=O)n1-c1ccccc1)SCC2 | i
O=C(Cn1c(=O)n(-c2ccccc2)c(=O)c2sccc21)NC1CCCCC1 | ?
COc1cc(-c2ccc(C(C)NC(C)=O)cc2)cc(OC)c1OC (stereo not given) | i
CC(C)CCNC(=O)C1c2c(n(C)c3ccccc23)SCC(=O)N1CCC(C)C (stereo not given) | i
O=C(c1cccs1)N1CCN(c2ccc([N+](=O)[O-])c(NCCc3ccccc3)c2)CC1 | ?
COc1ccccc1-c1nnc(NC(=O)c2ccc(S(=O)(=O)N3CC(C)OC(C)C3)cc2)o1 (stereo not given) | i
c1cc2c(cc1-n1cnnc1)N1CCN=C1S2 | i

# Next section
Molecule | ST2 inh
c1ccc(CCNc2ncnc3c2cnn3-c2ccccc2)cc1 | i
CCc1nnc2n1N=C(c1ccc(Br)cc1)CS2 | i
O=C(NCCc1ccccc1)c1ccc2nc[nH]c2c1 | i
Cc1cccc(CN2CCC(CNC(=O)Cc3ccn(C)c3)C2)c1 (stereo not given) | i
CC(=O)Nc1ccc(-c2cc(-c3ccc(NC(C)=O)cc3)nc(-c3ccccc3)n2)cc1 | ?
COc1cc(/C=C2/SC(=Nc3ccccc3)NC2=O)cc(OC)c1OC | ?
COc1ccccc1CN(C(=O)CNC(=O)c1ccccc1)C1CC1 | i
O=C(Nc1ccccc1)N[C@H]1C[C@H]2C(=O)NC[C@@H](CCC(=O)N3CCN(c4ccccc4)CC3)N2C1 | ?
CN(Cc1cc(-c2ccccc2)n[nH]1)Cc1ncccc1C(=O)O | i
CC1=CC(=O)C=C/C1=N/OC(=O)c1ccc(Cl)cc1 | i
COc1cc(C2c3cc(O)c(OC)cc3CC(CO)C2CO[C@@H]2O[C@H](CO)[C@@H](O)[C@H](O)[C@H]2O)ccc1O (stereo not given in full) | i
O=C(O)CCC(=O)N1N=C(c2ccccc2)CC1c1cc2cc3c(cc2nc1Cl)OCO3 (stereo not given) | ?

# Further entries
Molecule | ST2 inh
Cc1ccc(NC(=O)N2CCC(O)(C(=O)O)CC2)cc1 | i
CCN1C(=O)N(CCN(C)C)C(=O)C12CCN(Cc1ccc(SC)cc1)CC2 | 51%*
Fc1ccc(CN2CC[C@H](c3nnc(-c4ccccc4)o3)C2)cc1F | i
CCOc1ccccc1NC(=O)c1c(NC(=O)CN2CCOCC2)sc2c1CCC2 | i
